# Source: PubChem (several laboratories)
# ARFGAP1 inh: inhibits rat ARF GTPase activating protein 1. Arfgap1-stimulated ARF1 GTP hydrolysis, GDP FP detection. inhibition, % at 16.5 µM. 360,000 tested, 0.26% active;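 active = inhibition above a per-plate limit, mean inhibition of low control wells plus 3 SD, cut at about 25% in these data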;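 note: 0% = DMSO wells with enzyme and 100% = wells lacking Arfgap1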
# Target sequence (Q62848 1-136 limits assumed): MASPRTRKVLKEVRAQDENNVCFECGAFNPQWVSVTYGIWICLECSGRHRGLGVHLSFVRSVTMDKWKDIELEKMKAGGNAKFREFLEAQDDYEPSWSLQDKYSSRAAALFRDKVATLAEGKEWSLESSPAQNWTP
#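 Replicates: Single well per compound | Assay system: Truncated rat Arfgap1 GAP domain | Control set: No-Arfgap1 wells (100%) versus DMSO full-reaction wells (0%) | Times: Enzyme reaction 120 min at 25 °C after 20 min preincubation | Reagent: Human ARF1(Δ1-17)-GTP substrate | Measured by: Tracer-displacement fluorescence polarization with EDTA stop, 620/688 nm | Measure: Percent inhibition of Arfgap1-stimulated GTP hydrolysis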
# PG9 Ab binder: small molecules binding HIV-1 gp120 antibody PG9 | TR-FRET gp120-PG9 antibody binding | 360,000 tested, 0.43% active | inhibition, % at 6.7 µM | AID 624416; in the data active = inhibition above about 8.5%
# ASAP1 GAP inh: ASAP1 ArfGAP inhibition | AID 624377 | Q9ULH1 | ASAP1-stimulated ARF1 GTP hydrolysis, GDP FP detection | inhibition, % at 16.5 µM | 360,000 tested, 0.19% active; in the data active = inhibition above about 25%;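 note: 0% = vehicle with enzyme and substrate and 100% = no enzyme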
# HTRA1 inh: inhibitors of human serine peptidase HTRA1. recombinant HTRA1, FP-rhodamine activity-based probe, fluorescence polarization. inhibition, % at 5.96 µM. 340,000 tested, 0.5% active. AID 504803; in the data active = inhibition above about 36%;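 note: 0% = enzyme with DMSO and 100% = wells lacking enzyme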
# Target sequence (Q92743 whole entry, looked up): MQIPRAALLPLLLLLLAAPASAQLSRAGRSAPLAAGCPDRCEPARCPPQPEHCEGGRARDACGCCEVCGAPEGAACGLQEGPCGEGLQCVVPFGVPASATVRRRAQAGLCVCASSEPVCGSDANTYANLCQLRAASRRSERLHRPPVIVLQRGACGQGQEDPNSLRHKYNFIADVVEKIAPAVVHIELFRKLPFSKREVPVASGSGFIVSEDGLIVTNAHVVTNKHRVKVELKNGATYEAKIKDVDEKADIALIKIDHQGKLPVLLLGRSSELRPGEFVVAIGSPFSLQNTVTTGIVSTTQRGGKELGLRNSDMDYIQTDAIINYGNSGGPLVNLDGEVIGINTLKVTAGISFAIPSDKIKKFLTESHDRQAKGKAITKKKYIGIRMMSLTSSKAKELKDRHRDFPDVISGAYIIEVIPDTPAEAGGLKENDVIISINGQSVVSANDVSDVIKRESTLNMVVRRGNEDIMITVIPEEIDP
# ABHD4 inh: ABHD4 (mouse) inhibition, primary FP screen; purified mABHD4, FP-Rh probe fluorescence polarization; inhibition, % at 8.92 µM; 370,000 tested, 0.54% active;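 active = inhibition exceeding the mean over every tested compound plus 3 SD, cut at about 30% in these data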;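 note: 0% = plate median of compound wells and 100% = S159A mutant with DMSO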
# Target sequence (Q8VD66 whole entry, looked up): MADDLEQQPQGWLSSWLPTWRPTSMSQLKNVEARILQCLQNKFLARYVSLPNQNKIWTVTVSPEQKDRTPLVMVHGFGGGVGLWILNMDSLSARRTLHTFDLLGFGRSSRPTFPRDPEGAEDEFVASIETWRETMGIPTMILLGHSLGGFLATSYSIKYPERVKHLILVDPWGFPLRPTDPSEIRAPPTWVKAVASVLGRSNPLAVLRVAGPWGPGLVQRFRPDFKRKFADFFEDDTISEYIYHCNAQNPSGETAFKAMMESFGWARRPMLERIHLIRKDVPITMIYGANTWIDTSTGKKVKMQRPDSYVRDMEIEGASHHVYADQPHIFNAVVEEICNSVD
#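 Assay system: mouse ABHD4 enzyme, wild type / Also added: fluorescent activity-based probe FP-Rh / Doses: single nominal dose of 8.92 µM, 0.89% DMSO final / Timing: 45 min compound pre-incubation plus 60 min probe step, 25 °C / Signal: FP readout, ex 525 nm / em 598 nm / Control set: S159A mutant/DMSO as 100%, compound-well median as 0%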
# rCAG RNA binder: binds r(CAG) RNA repeats | AID 651821 | inhibition, % at 3 µM | r(CAG) RNA repeat, TO-PRO-1 dye displacement fluorescence | 370,000 tested, 1.3% active;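 active = inhibition above the plate cutoff, the mean of all test compounds on that plate plus 3 SD, cut at about 35% in these data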;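 note: 0% = DMSO alone and 100% = 100 µM mitoxantrone as full dye displacement; higher means more dye released from RNA so lower well fluorescence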
# SMARCA2 activ: SMARCA2 function activation, primary screen; 370,000 tested, 1% active; activation, % at 9.1 µM; MG213 cells, MMTV-luciferase reporter, dexamethasone, overnight; AID 652017; in the data active = activation above about 7.8%;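 note: 0% = vehicle wells and 100% = reference activator wells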
# NPR2 activator: GC-B (human) receptor activation; P20594; HEK293-GC-B cells, CNP EC30, cGMP TR-FRET; 0% at EC30 CNP, 100% saturating CNP; activation, % at 10 µM; 370,000 tested, 0.11% active;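 active = activation at 10 µM reaching about 35% in either raw or pattern-adjusted values, limit read from the data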
# NR1D1 modulator: modulates human Rev-erb alpha binding to DNA. 370,000 tested, 0.79% active. AID 1259318. activity, % at 10 µM. P20393. Rev-erbα–FITC-DNA binding, fluorescence polarization, 90 min;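 active = activity above about 14%, limit read from the data; passing the limit was not always enough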;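 note: 0% = DMSO wells with 35 nM protein and 100% = DMSO wells with 750 nM protein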
# NPR1 activator: GC-A (human) enzyme activation; P16066; HEK293 GC-A cells, cGMP TR-FRET, EC30 ANP; 0% at EC30 ANP, 100% saturating ANP; activation, % at 10 µM; 370,000 tested, 0.14% active; AID 1671463; in the data active = activation above about 40%
# * marks the source's active call; other numbers are inactive results; nt = no result given.
SMILES,ARFGAP1 inh,PG9 Ab binder,ASAP1 GAP inh,HTRA1 inh,ABHD4 inh,rCAG RNA binder,SMARCA2 activ,NPR2 activator,NR1D1 modulator,NPR1 activator
CCc1nnc(NC(=O)C(NS(=O)(=O)c2ccc3c(c2)OCCO3)C(C)C)s1 (stereo unspecified),10,3.0,-10,11,-12,5,-2,-3,-1,2
COc1ccc2c(c1)OC13CCN(C)CC1C2C(C(=O)c1ccc(F)cc1)C(=O)N3 (stereo unspecified),-2,-0.4,-1,4,8,0,-3,-4,4,0
Fc1ccc(-c2csc(-c3ccncc3)n2)cc1,2,-0.3,4,-4,1,-1,4,-3,1,-1
Cn1c(=O)cc(SCC(=O)N2CCN(c3ccccc3)CC2)c2ccccc21,-15,-0.4,4,-13,6,-6,-6,0,0,-2
COc1ccc(NC(=S)NN(C)C(=S)Nc2ccc(OC)cc2)cc1,-1,-2.9,-2,5,3,2,2,-9,-2,-2
CCN(CC(=O)Nc1c(F)cccc1F)C(=O)c1ccc2ccccc2n1,1,1.9,5,2,6,-6,1,-1,-3,0
Cc1ccc(N2CC(O)=C(c3nc4ccccc4c(=O)[nH]3)C2=N)cc1C,-4,6.6,3,-13,1,3,-2,2,-4,7
Oc1ccc(Cl)c(CN2CCN(c3ncc(Cc4ccccc4)cn3)CC2)c1,8,-0.4,3,nt,-36,6,-10,16,-6,3
CC(=O)c1ccc(C(=O)N2CCc3c([nH]c4ccccc34)C2c2ccccn2)s1 (stereo unspecified),-2,2.0,2,-13,-6,0,-3,0,-4,-3
COc1cc2c(cc1OC)C(C)N(C(=O)c1ccc(Cl)c(S(=O)(=O)N3CCCCC3)c1)CC2 (stereo unspecified),-3,0.8,4,-6,-3,-3,-2,2,-7,0
CCNc1nc(NC(C)C)nc(Oc2ccc(OCc3ccccc3)nn2)n1,-4,-0.2,13,-5,0,0,1,9,-2,1
CCC(C)NC(=O)C1CCN(S(=O)(=O)c2ccc(Br)s2)CC1 (stereo unspecified),3,-1.4,1,7,-6,-4,-2,2,1,1
O=C(CCS(=O)(=O)c1ccc(Br)cc1)Nc1cc(F)ccc1F,0,1.0,1,-10,6,7,-1,-3,-5,1
Cc1ccc(NC(=O)Nc2cccs2)cc1,0,0.7,-9,-1,3,8,3,-11,-11,4
Cc1ccc(C(=O)OCC(=O)NCCc2ccccc2)cc1S(=O)(=O)N1CCOCC1,8,1.5,5,3,6,-4,-5,-3,-7,0
COc1ccc(S(=O)(=O)N2CCC(C(=O)NCC3CCCO3)CC2)cc1OC (stereo unspecified),19,0.5,6,nt,-1,-2,1,3,-2,-2
O=C(CSc1nnc(Cc2ccccc2)n1-c1cccc(Cl)c1)N1CCOCC1,11,-0.6,12,4,4,-8,-2,-4,3,1
COc1ccccc1C(=O)C1CCCN(C(=O)C2CCCC2)C1 (stereo unspecified),9,1.6,0,-1,-5,-4,0,4,5,2
O=c1[nH]c(=O)n(-c2ccccc2)c2c1C(C(F)(F)F)(C(F)(F)F)N=C(C1CCCCC1)N2,-7,1.1,12,-1,-10,-3,-3,0,7,-5
Cc1cccc(NC(=S)NCCc2ccc(F)cc2)c1C,-2,-1.6,-10,-7,-8,-4,-2,nt,nt,nt
Cc1cc(C)n2nc(C(=O)OCC(=O)N3CCC3)nc2n1,-4,-0.8,2,2,-2,-2,0,nt,nt,nt
O=C(Cc1ccccc1)N(c1ccccc1)c1ccccc1,-7,-0.6,-1,0,-3,-5,1,-16,-2,-4
Cc1cc(Br)cn2c(Cc3ccccc3C(F)(F)F)c(-c3ccccc3)nc12,-1,1.1,0,nt,-6,6,0,3,22*,-2
Cc1cccc(NC(=O)CSCC(=O)Nc2ccccc2C(=O)N2CCCCC2)c1,-7,-2.0,0,-2,3,-2,-2,-1,-4,4
C=CCOC(=O)N[C@@H](c1coc2ccccc2c1=O)[C@@H](C)/C=C/CC(=O)OC,nt,nt,nt,nt,-1,1,1,2,-2,0
CCc1ccc(C(=O)NCc2ccc(Cl)cc2Cl)cc1,1,-1.3,13,-28,-8,0,-2,9,5,2
COCCNC(=O)C(c1ccc(C)o1)N(C(=O)Cn1nnc2ccccc21)c1ccccc1 (stereo unspecified),4,-1.4,-1,8,7,4,0,0,3,-2
COc1ccc(S(=O)(=O)N(C)C[C@H]2Oc3c(NC(=O)NC4CCCCC4)cccc3C(=O)N([C@H](C)CO)C[C@@H]2C)cc1,-7,-0.2,-11,-22,-7,2,-1,3,-5,1
Nc1ccc(N(c2ccccc2)c2ccc(N)cc2)cc1,10,2.8,1,65*,39*,8,-5,2,-4,3
CC1(C)C(N(O)C(=O)Nc2ccccc2)N(c2cccc(Cl)c2)C(=O)N1O (stereo unspecified),-1,-2.3,0,-10,-3,4,-1,6,-5,2
COc1ccccc1NC(=O)CSc1nc(N)cc(N)n1,-2,-0.3,-9,3,0,1,-1,5,0,0
O=C(O)CCNc1cc2ccccc2cc1C(=O)O,3,-5.2,5,5,16,6,4,-1,4,-1
Cc1nc(N2CCN(S(=O)(=O)c3ccc(Br)cc3)CC2)c2c(C)c(C)sc2n1,2,0.3,-10,-5,2,1,-4,-6,3,2
Cc1ccc(-n2nc(C)c(C3(O)C(=O)N(C)c4ccccc43)c2N)cc1 (stereo unspecified),6,0.2,-5,-4,5,-2,-2,2,2,0
CC(C)N(Cc1ccccc1)C(=O)CN1c2cccc3cccc(c23)S1(=O)=O,17,-2.9,9,-6,7,7,-1,-8,0,-3
CC(C)(C)CC(=O)NCc1cccs1,4,1.4,-13,0,3,2,-1,3,-6,1
O=C(Nc1ccccc1C(=O)NC1CCCCC1)c1ccccc1,-1,-2.0,-5,-17,-3,-2,-1,4,3,0
CNC(=S)Nc1ccc(-c2nc3ccc(C)cc3s2)cc1,6,-2.3,-12,-30,-18,14,5,3,1,18
Cc1onc(-c2c(Cl)cccc2Cl)c1C(=O)NCCc1ccc(S(N)(=O)=O)cc1,14,0.1,15,-4,-2,1,2,-4,2,-5
C=CCn1c(C2CCCCC2)n[nH]c1=S,-11,-1.4,3,0,-1,-4,-3,5,1,-1

# Two records drawn at random from the list so far, as already listed:
SMILES,ARFGAP1 inh,PG9 Ab binder,ASAP1 GAP inh,HTRA1 inh,ABHD4 inh,rCAG RNA binder,SMARCA2 activ,NPR2 activator,NR1D1 modulator,NPR1 activator
C=CCn1c(C2CCCCC2)n[nH]c1=S,-11,-1.4,3,0,-1,-4,-3,5,1,-1
Cc1cc(C)n2nc(C(=O)OCC(=O)N3CCC3)nc2n1,-4,-0.8,2,2,-2,-2,0,nt,nt,nt

# (list continues)
SMILES,ARFGAP1 inh,PG9 Ab binder,ASAP1 GAP inh,HTRA1 inh,ABHD4 inh,rCAG RNA binder,SMARCA2 activ,NPR2 activator,NR1D1 modulator,NPR1 activator
CC(=O)Nc1ccc(S(=O)(=O)NCCC(=O)Nc2cccc(Cl)c2)cc1,1,1.7,-15,-11,-4,3,-2,0,5,4
Cc1nnc(NC(=O)CSc2nc(N)c(NC(=O)c3cccs3)c(=O)[nH]2)s1,6,-1.1,10,-4,3,1,3,4,1,3
O=C(O)c1ccc(NS(=O)(=O)c2cccc3cccnc23)cc1,-6,-1.5,-10,1,-2,1,1,2,-4,2
COC(=O)c1cc2c(cc1[N+](=O)[O-])OCO2,11,-0.3,-4,0,4,-5,1,3,-7,1
Cc1ccc(NC(=O)C(Cc2ccccc2)NC(=O)OCc2ccccc2)cc1C (stereo unspecified),-3,-2.4,8,-9,2,-1,-2,-2,-3,-4
COC(=O)c1ccc(CNC(=O)COC(=O)c2ccc(N(C)C)cc2)cc1,-9,26*,-14,-3,1,-5,2,-2,13,-4
CCCN(CCC)C(=O)Cc1coc2ccc3ccccc3c12,4,-0.6,2,-14,-5,1,-5,-4,3,-2
COc1ccccc1CCC(=O)Nc1ccc2c(c1)CN(Cc1ccc(CO)o1)CC2,-13,-2.9,-10,-9,-1,6,0,2,2,-4
Cc1ccc(S(=O)(=O)NNC2=NS(=O)(=O)c3ccccc32)c(C)c1,-8,0.7,4,5,-5,23,-1,7,10,2
COc1ccccc1C(C(=O)c1ccccc1)c1ccc2ccccc2c1 (stereo unspecified),-2,0.9,-9,nt,-6,7,-6,-8,2,-10
Cc1cccc(N2CCN(C(=O)Cn3cccc3C(=O)c3ccccc3)CC2)c1C,1,0.6,2,-11,3,-7,-5,0,6,5
O=C(Nc1ccc(N2CCOCC2)c(Cl)c1)c1ccc(F)cc1,1,0.9,-5,-4,-4,-5,5,7,1,1
NC(=O)CSc1nnc(-c2cc(-c3cccs3)nc3ccccc23)o1,-11,-1.0,-13,-3,0,5,-1,0,1,-1
CCOP1(=O)C=C(C(C)(C)C)OC1c1ccc(F)cc1 (stereo unspecified),6,-0.8,-9,6,0,-6,0,1,3,1
CC[C@@H](C)C(NC(=O)OC(C)(C)C)c1cn([C@@H](CCC(=O)OC(C)(C)C)C(=O)N2CCN(C(=O)OC(C)(C)C)CC2)nn1 (stereo partly specified),-7,-0.6,11,5,1,-3,1,7,-3,2
CC(=O)c1cc(F)c(N2CCN(CCC#N)CC2)cc1C,-3,-5.0,-8,-4,3,-1,1,-6,7,-7
O=C(NCCc1ccc(Cl)cc1)c1cc(S(=O)(=O)N2CCCC2)ccc1F,7,0.3,1,-6,-13,2,-4,-1,0,2
CCSc1nccc(-c2nn(-c3ccc(C)cc3)ccc2=O)n1,11,-2.2,3,-13,-7,-1,-3,4,0,3
Fc1ccc2nc(-c3ccccc3)nc(SCc3nnc(-c4ccccc4)o3)c2c1,-5,-0.7,-5,-7,8,2,-1,-6,9,-4
O=C(Cc1ccccc1[N+](=O)[O-])NNC(=O)c1ccncc1,1,-0.5,1,-1,2,-1,0,2,-2,3
O=C(NCCc1ccccn1)c1c(-c2ccsc2)sc2ccccc12,12,-1.6,4,-2,-4,2,2,-8,-5,-3
CCNC(=O)COC(=O)CCNC(=O)c1ccc(Cl)cc1,-5,-1.1,-6,-1,5,0,-3,3,-5,0
COc1cccc(NC(=O)C2CCC(CNS(=O)(=O)c3cccc4cccnc34)CC2)c1 (stereo unspecified),6,-1.2,-15,-18,-4,-1,0,7,4,-2
CSc1nncn1/N=C/c1ccc([N+](=O)[O-])cc1,-2,-1.3,-2,-4,4,0,-1,2,5,-8
CC(=O)N/C(=C\c1ccc(C)cc1)C(=O)O,-3,-2.2,-4,-4,-1,1,-1,-5,-1,0
O=[N+]([O-])c1ccccc1/C=N\Nc1nccs1,5,-0.3,-4,8,7,1,-3,-6,11,-22
Cc1ccc(-c2cc(Cc3ccncc3)c(=O)[nH]n2)cc1,12,0.1,-4,nt,-2,0,-2,-7,8,11
CC(=O)c1sc(NC(=O)c2cccnc2Cl)nc1C,-4,0.4,12,-2,5,0,1,0,4,1
